From PubChem
MsrA inh – bovine MsrA enzyme inhibitors, primary screen, biochemical, absorbance, HTS | Methionine sulfoxide reductase A (Bos taurus) | purified bovine MsrA, absorbance read-out | inhibition, % at 15.5 µM | 360,000 compounds, 0.75% hits; in the data active = inhibition above about 4.5%;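 also: 0% = vehicle wells with enzyme and 100% = reference inhibitor wells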
SKN-1 block – suppressors of acrylamide-induced Pgst-4::GFP reporter in worms, primary screen, SKN-1 inhibitor project, whole organism, uHTS, GFP/RFP fluorescence ratio, strain VP596; C. elegans VP596 Pgst-4::GFP/RFP ratio, 24 h; inhibition, % at 21.8 µM; 360,000 compounds, 0.49% hits;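 active = interference check ratio from 0.5 to 1.5 plus GFP to RFP signal ratio inhibition reaching or exceeding a fixed threshold, cut at about 30% in these data, passing the limit was not always enough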; also: some compounds called inactive have numbers as strong as hits
CendR NRP1 mod – modulators of CendR peptide binding to NRP-1, primary screen, biochemical, fluorescence polarization, uHTS. Neuropilin-1 (Homo sapiens), O14786. FAM-RPARPAR peptide binding to NRP-1. inhibition, % at 25 µM. 360,000 compounds, 0.85% hits;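 active = inhibition or corrected inhibition above about 18%, plus a signal ratio from 0.5 to 1.5, limit read from the data, passing the limit was not always enough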; also: strong numbers were not always called active
MsrA act – bovine MsrA enzyme activators, primary screen, biochemical, absorbance, HTS. 360,000 compounds, 0.3% hits. Methionine sulfoxide reductase A (Bos taurus). purified bovine MsrA, absorbance read-out. activation, % at 10.6 µM; in the data active = activation above about 7.5%;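 also: 0% = vehicle and 100% = reference activator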
MT1-MMP act inh – blockers of MT1-MMP proenzyme processing, primary screen, HT1080 RFP-PRO-GFP cells, GFP/RFP fluorescence. Matrix metalloproteinase-14 (Homo sapiens), P50281. GFP/RFP ratio fluorescence, overnight; percent of plate control window, DMSO zero. GFP/RFP ratio change, % at 20 µM. 360,000 compounds, 0.061% hits. AID 651647, 2012;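 active = GFP/RFP ratio change of at least 30% with cell ATP level not reduced by more than half and red fluorescence within 50% of control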; also: strong numbers were not always called active
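Assay system: RFP-PRO-GFP reporter HT1080 cells; read-out basis: GFP/RFP fluorescence ratio; benchmarks: DMSO wells and RFP-L50D-GFP cells; doses: 20 µM single dose, 1% DMSO; schedule: overnight cell settling, then overnight compound exposure, 37 °C, 5% CO2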
Neddylation inh – inhibitors of cullin neddylation, primary screen, biochemical, TR-FRET, uHTS, NAE and Ubc12; NEDD8-conjugating enzyme Ubc12 (Homo sapiens) + NEDD8-activating enzyme E1 regulatory …; calls only at 25 µM; 360,000 compounds, 0.58% hits; AID 651699, 2012; in the data active = inhibition above about 36%
FAS-TE inh – FAS thioesterase domain inhibitors, primary screen, biochemical, fluorescence intensity, uHTS | recombinant FAS-TE, OMFH fluorogenic substrate, fluorescence endpoint | inhibition, % at 15 µM | 360,000 compounds, 0.67% hits;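 active = compounds whose normalised, plate-corrected inhibition of enzyme fluorescence in the single-dose primary screen is 50% or more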;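 also: 0% = DMSO with enzyme and 100% = substrate without enzyme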
Rin1-Abl PPI inh – inhibitors of Rin1-Abl protein binding, primary screen, biochemical, TR-FRET. Tyrosine-protein kinase ABL1 (Homo sapiens) + Ras and Rab interactor 1 (Homo sapiens), …. 360,000 compounds, 0.4% hits. inhibition, % at 7.35 µM. AID 588664, 2011; in the data active = inhibition above about 5%, passing the limit was not always enough
E coli Lon inh – inhibitors of E. coli Lon protease, primary screen, biochemical, fluorescence polarization | 360,000 compounds, 0.42% hits | inhibition, % at 7.94 µM | purified E. coli Lon protease; in the data active = inhibition above about 13%, passing the limit was not always enough;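 also: 0% = enzyme with probe and DMSO and 100% = no enzyme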
* = called active by the depositor; i = inactive; / = no result given.

SMILES | MsrA inh | SKN-1 block | CendR NRP1 mod | MsrA act | MT1-MMP act inh | Neddylation inh | FAS-TE inh | Rin1-Abl PPI inh | E coli Lon inh
O=C(CCl)Nc1cccc(S(=O)(=O)NC2=NCCC2)c1 | 1.3 | -4 | -4 | -2 | 4 | i | -6 | -7 | -5
CCOCCCn1c(SCc2nc3sc(C(=O)O)c(C)c3c(=O)[nH]2)nnc1-c1ccc(Cl)cc1 | -0.3 | 3 | 10 | -2 | -2 | i | -2 | -1 | 2
COc1cccc2c1OC1(CCN(C(C)C)CC1)N1N=C(c3cccnc3)CC21 (configuration not stated) | 0.4 | -5 | 6 | -3 | -1 | i | 2 | 1 | -7
O=C(CSc1nnnn1C1CCCC1)NCc1cccs1 | 0.7 | 2 | -11 | -10 | -1 | i | -12 | 0 | 5
O=C(O)CC1(CC(=O)NCc2ccc(Cl)cc2)CCCCC1 | 0.6 | 0 | 0 | 0 | -2 | i | -2 | 2 | 5
CCOc1cccc(C(=O)Nc2cccc(-c3nnc(-c4ccc(C)cc4)o3)c2)c1 | 1.9 | 4 | -4 | -3 | -5 | i | -13 | 1 | -9
O=C(Nc1ccc(Cl)c(S(=O)(=O)N2CCOCC2)c1)c1cc2ccccc2oc1=O | 0.0 | 3 | 0 | -2 | 10 | i | -1 | 3 | -11
CCn1nc(C)c(NC(=O)CCSc2nc(-c3ccco3)cc(C(F)(F)F)n2)c1C | 2.5 | -14 | 3 | -4 | 9 | i | -4 | 0 | -3
N#CC1C(=O)Nc2cccnc21 (configuration not stated) | -0.2 | 7 | -2 | -4 | 1 | / | -8 | 2 | -8
CCC(=O)Nc1nnc(SCC(=O)Nc2ccc3c(c2)OCO3)s1 | 0.3 | -4 | 5 | -3 | -2 | i | -3 | -1 | 4
CCn1c(CNC(=O)c2ccco2)nnc1SCC(=O)Nc1cccc(F)c1 | -1.2 | 6 | 5 | -5 | 1 | i | -6 | -1 | 11
COc1ccc(-n2c(=O)c3ccccc3n(CC(=O)Nc3ccccc3OC)c2=O)cc1 | -0.8 | -13 | -6 | -3 | -2 | i | -4 | 3 | -5
COc1ccc(C2=NN(C(=O)CCC(=O)O)C(c3ccc(OC)cc3)C2)cc1 (configuration not stated) | 0.7 | -1 | -11 | -5 | -2 | i | -7 | 1 | -24
N#C/C(=C/c1ccc(O)c(O)c1)C(=O)NCc1ccc(Cl)cc1 | 1.3 | 0 | -79 | -6 | -7 | i | 8 | 3 | -27
COc1ccc(-c2noc(CSc3nc4ccccc4c(=O)n3-c3ccccc3)n2)cc1OC | -0.4 | -20 | 5 | -2 | -6 | i | 18 | 2 | 5
COCCN1Cc2cccc(C(=O)NCCCN3CCCC3=O)c2C1=O | -0.4 | 4 | -7 | -1 | -13 | i | -4 | -5 | -5
COC(=O)c1ccc(NC(=O)COC(=O)CSc2nc(C)cc(C)n2)cc1 | -0.9 | 6 | 6 | 2 | 6 | i | -8 | -1 | -5
CCc1nnc(NC(=O)CSCc2cc(=O)n3cc(C)sc3n2)s1 | 1.6 | -2 | 21 | -1 | -1 | i | -10 | -4 | 7
CN(C(=O)CSc1nc2cc(Cl)ccc2c(=O)n1Cc1ccco1)C1CCS(=O)(=O)C1 (configuration not stated) | -1.0 | 19 | 21 | -1 | -2 | i | 4 | -3 | 3
Cc1cc2[nH]c(=O)c3ccccc3n2n1 | -1.0 | -13 | 3 | -8 | 1 | i | -10 | 6 | -6
CC(C)=CCc1c(O)ccc(C2COc3c(CC=C(C)C)c(O)cc(O)c3C2=O)c1O (configuration not stated) | 0.4 | -9 | -12 | -4 | 2 | i | 22 | 2 | -4
C#CCOCCOCCOCCNc1nc(N2CCN(C(=O)CCCCCCCCCCNC(=O)Cn3cc(CCCCCN)nn3)CC2)nc(N2CCN(C(=O)CCCCCCCCCCNC(=O)Cn3cc(C[C@@H](C)O)nn3)CC2)n1 | / | -8 | -2 | 0 | 10 | i | -26 | 19* | 1
CC1CCCN(C(=O)C2c3ccccc3C(=O)N3CCc4ccccc4C23)C1 (configuration not stated) | 0.4 | 11 | 1 | 0 | -1 | i | -6 | -1 | 3
CN(C(=O)COc1ccc(-c2nnco2)cc1)C1CCS(=O)(=O)C1 (configuration not stated) | -0.2 | -8 | -4 | -13 | -1 | i | -5 | 4 | 3
Cc1cccn2c(=O)c(/C=C(\C#N)C(N)=O)c(N3CCN(c4ccccc4)CC3)nc12 | 2.0 | 4 | 16 | -1 | -9 | i | 7 | -8 | 6
CCC(CC)c1nnc(NC(=O)CCCN2C(=O)c3ccccc3C2=O)s1 | -0.5 | -6 | 6 | -3 | -3 | i | -7 | 1 | -13
COCCNCCOc1ccc(C)cc1[N+](=O)[O-] | 0.5 | -2 | 0 | -3 | 5 | i | -11 | 2 | -12
CC1CN(C(=O)COC(=O)[C@@H]2CC(O)CN2S(=O)(=O)c2ccc3c(c2)OCCO3)CC(C)O1 (some centres not stated) | 0.3 | 3 | -3 | -3 | -1 | i | -7 | -1 | 8
Fc1cccc(Cl)c1CSc1nnnn1-c1ccc2c(c1)OCO2 | -0.9 | -7 | 14 | -7 | -2 | i | 29 | 4 | 4
O=C(N=C1N=C2C=CC=CN2Cc2ccccc21)c1ccc(S(=O)(=O)N2CCCC2)cc1 | -1.4 | 2 | -4 | -3 | 1 | i | 19 | 2 | -8

Nine successive records from above, for reference:
SMILES | MsrA inh | SKN-1 block | CendR NRP1 mod | MsrA act | MT1-MMP act inh | Neddylation inh | FAS-TE inh | Rin1-Abl PPI inh | E coli Lon inh
C#CCOCCOCCOCCNc1nc(N2CCN(C(=O)CCCCCCCCCCNC(=O)Cn3cc(CCCCCN)nn3)CC2)nc(N2CCN(C(=O)CCCCCCCCCCNC(=O)Cn3cc(C[C@@H](C)O)nn3)CC2)n1 | / | -8 | -2 | 0 | 10 | i | -26 | 19* | 1
CC1CCCN(C(=O)C2c3ccccc3C(=O)N3CCc4ccccc4C23)C1 (configuration not stated) | 0.4 | 11 | 1 | 0 | -1 | i | -6 | -1 | 3
CN(C(=O)COc1ccc(-c2nnco2)cc1)C1CCS(=O)(=O)C1 (configuration not stated) | -0.2 | -8 | -4 | -13 | -1 | i | -5 | 4 | 3
Cc1cccn2c(=O)c(/C=C(\C#N)C(N)=O)c(N3CCN(c4ccccc4)CC3)nc12 | 2.0 | 4 | 16 | -1 | -9 | i | 7 | -8 | 6
CCC(CC)c1nnc(NC(=O)CCCN2C(=O)c3ccccc3C2=O)s1 | -0.5 | -6 | 6 | -3 | -3 | i | -7 | 1 | -13
COCCNCCOc1ccc(C)cc1[N+](=O)[O-] | 0.5 | -2 | 0 | -3 | 5 | i | -11 | 2 | -12
CC1CN(C(=O)COC(=O)[C@@H]2CC(O)CN2S(=O)(=O)c2ccc3c(c2)OCCO3)CC(C)O1 (some centres not stated) | 0.3 | 3 | -3 | -3 | -1 | i | -7 | -1 | 8
Fc1cccc(Cl)c1CSc1nnnn1-c1ccc2c(c1)OCO2 | -0.9 | -7 | 14 | -7 | -2 | i | 29 | 4 | 4
O=C(N=C1N=C2C=CC=CN2Cc2ccccc21)c1ccc(S(=O)(=O)N2CCCC2)cc1 | -1.4 | 2 | -4 | -3 | 1 | i | 19 | 2 | -8

Following part.
SMILES | MsrA inh | SKN-1 block | CendR NRP1 mod | MsrA act | MT1-MMP act inh | Neddylation inh | FAS-TE inh | Rin1-Abl PPI inh | E coli Lon inh
CS(=O)(=O)N(CC(=O)N1CCc2ccccc2C1)c1ccc(Cl)cc1F | 0.2 | 6 | 1 | -5 | -3 | i | 1 | 0 | 6
CN(CCNC(=O)C1(O)c2ccccc2NC(=O)N1c1ccccc1)Cc1ccccc1 (configuration not stated) | 0.6 | -3 | 8 | 3 | -1 | i | -2 | -1 | 16
CCN(CC)S(=O)(=O)c1c(OC)cc(C)c(Cl)c1C | 1.2 | -4 | 4 | -12 | 2 | i | 1 | 1 | 1
COc1cccc(CNC(=O)CCC2CCCN(C(=O)C3=CC(=O)CC(C)(C)O3)C2)c1 (configuration not stated) | -0.4 | -5 | 38* | -11 | 5 | i | -10 | 4 | -3
CC1(C)CC(N=Cc2c(O)n(Cc3ccc4c(c3)OCO4)c(=O)c3ccccc23)CC(C)(C)N1 | -0.1 | -16 | -16 | -2 | -2 | i | 2 | -10 | -3
CCN(CC(=O)Nc1c(F)cccc1F)C(=O)CCN1C(=O)c2cccc([N+](=O)[O-])c2C1=O | -1.0 | 0 | 6 | -3 | -3 | i | -3 | 1 | 7
O=C(OCC(=O)C12CC3CC(CC(C3)C1)C2)c1ccc(CO)cc1 | 0.2 | 14 | -2 | -2 | -2 | i | 1 | 1 | 10
Cc1cc(OCC(=O)NCC(c2cccs2)N2CCOCC2)ccc1C(C)C (configuration not stated) | 2.4 | -1 | 4 | -2 | 1 | i | 5 | -2 | -4
O=C1C[C@@H](c2ccc(O)cc2)Oc2cc(O)cc(O)c21 | 1.5 | -3 | -4 | -2 | 4 | i | -2 | 1 | 8
COc1ccc2c(CN3CCCC3)cc(=O)oc2c1 | 0.3 | -3 | -2 | -3 | 3 | / | -3 | 6 | -7
O=C(O)CSc1ncnc2sc3c(c12)CCC3 | 0.8 | 9 | -8 | -3 | -9 | i | -6 | -18 | -8
CCCCn1nc(NC(=O)CC)c2cc3cc(OC)ccc3nc21 | -0.1 | 24 | -7 | -2 | 7 | / | 3 | 1 | 0
Nc1c(Br)c(=O)[nH]c(=O)n1-c1ccc(F)cc1 | -0.9 | 12 | 6 | 2 | 8 | i | -4 | 0 | -4
CN1CC(c2ccccc2)C(c2ccc(Cl)cc2)=N1 (configuration not stated) | -1.0 | 24 | -2 | 0 | -3 | i | 14 | -1 | -17
COc1ccc(CNC(=O)CSc2nnc(C)s2)cc1 | 0.4 | 17 | -2 | 2 | -2 | i | -5 | -3 | -3
O=C(Nc1cccnc1)C1CCCN(S(=O)(=O)c2ccccc2)C1 (configuration not stated) | 0.0 | 16 | 20 | 1 | 3 | i | -2 | -1 | -1
O=Cc1ccc(OCCCOc2cccc3cccnc23)cc1 | 2.9 | -7 | -1 | -3 | 1 | i | 3 | -1 | 0
CCOC(=O)c1cc(-c2ccccc2)nc2nc(N3CCCCC3)sc12 | 0.1 | 11 | -6 | -2 | -8 | / | 8 | -3 | -2
Cc1c(C#N)c2ncnc(N)c2n1-c1ccccc1 | 1.8 | 22 | -4 | -5 | -1 | i | -9 | 0 | 2
N#Cc1nc(COc2ccc(Cl)cc2Cl)oc1N1CCN(c2ccccc2)CC1 | 0.1 | 8 | 8 | -2 | 0 | i | 26 | 2 | -2
Cc1ccc(-n2nc3c(N4CCC(C(=O)N5CCC(C(N)=O)CC5)CC4)nnc(C)c3c2C)cc1 | 1.1 | 9 | -129 | -4 | -26 | i | -11 | -1 | -98
CCN(CC)c1nc(Nc2ccc(Cl)cc2)nc(OCC#N)n1 | -0.7 | 1 | -3 | -2 | -2 | i | 7 | 2 | -5
